# PAFAH2 FP inh – PAFAH2 enzyme inhibitors, primary screen, biochemical, fluorescence polarization, human | recombinant PAFAH2, FP-rhodamine activity probe | 340,000 compounds, 0.99% hits | inhibition, % at 3.39 µM;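 active = inhibition above the mean over all tested compounds plus 3 SD, cut at about 30% in these data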;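 note: inhibitors block probe labeling of enzyme so polarization drops; 0% = enzyme with DMSO and 100% = wells lacking PAFAH2 protein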
# PAFAH1B3 FP inh – PAFAH1B3 enzyme inhibitors, primary screen, biochemical, fluorescence polarization, human | Platelet-activating factor acetylhydrolase IB subunit alpha1 (Homo sapiens), Q15102 | recombinant PAFAH1B3, FP-rhodamine probe | inhibition, % at 3.39 µM | 340,000 compounds, 0.28% hits | AID 492972, 2010;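 active = inhibition above the screen-wide average of all tested compounds plus 3 SD, cut at about 25% in these data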;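 note: 0% = enzyme with DMSO only and 100% = wells lacking PAFAH1B3 protein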
# Target sequence (Q15102 whole entry, looked up): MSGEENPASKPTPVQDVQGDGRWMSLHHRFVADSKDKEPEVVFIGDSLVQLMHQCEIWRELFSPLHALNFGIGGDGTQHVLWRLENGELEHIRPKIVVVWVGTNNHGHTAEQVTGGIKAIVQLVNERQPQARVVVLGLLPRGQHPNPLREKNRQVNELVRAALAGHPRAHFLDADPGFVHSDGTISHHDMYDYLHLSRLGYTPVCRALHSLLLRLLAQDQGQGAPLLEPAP
# PREPL inhibitor – PREPL enzyme inhibitors, primary screen, biochemical, fluorescence polarization; Prolyl endopeptidase-like (Homo sapiens), Q4J6C6; recombinant PREPL, fluorescence polarization activity-based probe; inhibition, % at 5.96 µM; 320,000 compounds, 0.68% hits; AID 2751, 2010; in the data active = inhibition above about 43%;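 note: 0% = enzyme with DMSO and 100% = wells lacking enzyme; many of its hits are not listed in these tables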
# LYPLA1 inh – LYPLA1 inhibitors, primary screen, counter-screen for PME1 inhibitor project, biochemical, fluorescence polarization, FP-Rh probe ABPP. recombinant LYPLA1. AID 2174, 2009. inhibition, % at 5.9 µM. 320,000 compounds, 0.16% hits;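 active = inhibition above the mean of all tested compounds plus 3 SD, set per campaign, cut at about 14% in these data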;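 note: inhibitors block serine hydrolase probe labeling of LYPLA1 so polarization falls; 0% = enzyme with DMSO and 100% = wells lacking LYPLA1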
# Target sequence (O75608 whole entry, looked up): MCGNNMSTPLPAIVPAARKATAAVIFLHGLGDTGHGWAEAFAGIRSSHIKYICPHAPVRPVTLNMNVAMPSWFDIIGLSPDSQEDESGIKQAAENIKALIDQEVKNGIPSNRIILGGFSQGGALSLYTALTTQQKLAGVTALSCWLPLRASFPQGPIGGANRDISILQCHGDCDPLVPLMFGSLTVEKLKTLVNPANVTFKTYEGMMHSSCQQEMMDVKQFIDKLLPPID
# EBNA-1 inhibitor – EBNA-1 DNA-binding inhibitors, primary screen, biochemical, fluorescence polarization. inhibition, % at 14.8 µM. 300,000 compounds, 0.34% hits. AID 1950, 2009; in the data active = inhibition above about 28%
# LYPLA2 inh – LYPLA2 inhibitors, primary screen, counter-screen for PME1 inhibitor project, biochemical, fluorescence polarization, FP-Rh probe ABPP; Acyl-protein thioesterase 2 (Homo sapiens), O95372; recombinant LYPLA2; inhibition, % at 5.9 µM; 320,000 compounds, 0.38% hits;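 active = inhibition above the screen-wide mean plus 3 SD, limit set per campaign, cut at about 26% in these data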;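 note: 0% = LYPLA2 with DMSO and 100% = wells lacking LYPLA2 enzyme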
# GSTO1 inh – inhibitors of recombinant GSTO1, primary screen, counter-screen for RBBP9 inhibitor project, biochemical, fluorescence polarization. activity-based probe fluorescence polarization. inhibition, % at 5.96 µM. 300,000 compounds, 1.1% hits;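 active = inhibition above the campaign mean inhibition plus 3 SD, cut at about 35% in these data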;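 note: 0% = GSTO1-1 with DMSO and 100% = wells lacking GSTO1-1 enzyme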
# Target sequence (P78417 whole entry, looked up): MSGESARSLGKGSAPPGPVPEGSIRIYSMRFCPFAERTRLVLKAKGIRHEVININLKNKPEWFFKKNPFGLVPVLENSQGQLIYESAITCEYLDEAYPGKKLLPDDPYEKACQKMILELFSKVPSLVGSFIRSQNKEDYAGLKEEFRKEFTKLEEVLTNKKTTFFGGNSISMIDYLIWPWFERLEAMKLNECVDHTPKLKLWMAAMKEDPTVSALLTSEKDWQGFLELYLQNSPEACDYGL
# ZTA DNA inh – blocks Epstein-Barr virus ZTA, an EBNA-1 counter-screen | inhibition, % at 11 µM | 320,000 compounds, 0.15% hits | P03206 | ZTA-DNA binding, fluorescence polarization; in the data active = inhibition above about 33%
# Target sequence (P03206 whole entry, looked up): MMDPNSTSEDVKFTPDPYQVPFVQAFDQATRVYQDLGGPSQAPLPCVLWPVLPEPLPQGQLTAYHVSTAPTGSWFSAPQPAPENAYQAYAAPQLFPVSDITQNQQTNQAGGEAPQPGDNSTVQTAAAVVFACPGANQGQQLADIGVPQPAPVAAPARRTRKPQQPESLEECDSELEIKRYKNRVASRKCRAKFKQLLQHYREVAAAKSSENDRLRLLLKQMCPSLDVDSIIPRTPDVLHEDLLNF
# PAD4 FP inh – human PAD4 inhibitors, primary screen, biochemical, fluorescence polarization, 1536-well format | Protein-arginine deiminase type-4 (Homo sapiens), Q9UM07 | 330,000 compounds, 0.41% hits | inhibition, % at 6.36 µM | recombinant PAD4, RCA probe fluorescence polarization | AID 485272, 2010;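 active = percent inhibition above a cutoff equal to the mean of all tested compounds plus 3 SD, cut at about 15% in these data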;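 note: 0% = PAD4 with RCA probe and DMSO and 100% = probe without PAD4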
# * = called active by the depositor; . = not tested or not shown.
SMILES,PAFAH2 FP inh,PAFAH1B3 FP inh,PREPL inhibitor,LYPLA1 inh,EBNA-1 inhibitor,LYPLA2 inh,GSTO1 inh,ZTA DNA inh,PAD4 FP inh
COc1cc(NC(=S)N2CCC(C(N)=O)CC2)c(OC)cc1Cl,1.8,-2.3,-1.4,4.3,2.4,2.1,1.9,6.3,2.9
Cc1ccc(S(=O)(=O)N(C)C)cc1NC(=O)C(C)OC(=O)c1cc[n+]([O-])cc1 (stereo not drawn),0.8,10.7,4.3,.,.,.,.,.,3.6
Cc1ccc(S(=O)(=O)Nc2ccc(NC(=O)Nc3cccc(C(F)(F)F)c3)cc2)cc1,-52.7,3.3,3.7,-31.5,10.4,-27.6,-28.9,-0.9,-2.8
CC(=O)Nc1cc2c(cc1C(=O)c1ccc(C)cc1)OCCO2,-6.0,5.7,3.5,-1.4,5.5,-5.9,-0.5,2.9,2.6
CC(C)c1cccc(C(C)C)c1NC(=O)CCN1C(=O)NC2(CCCC2)C1=O,1.6,2.8,-1.1,0.4,.,0.7,.,-1.9,3.1
Cc1ccc(C(=O)Nc2cccnc2)cc1S(=O)(=O)N1CCCC1,-1.9,17.6,14.3,5.1,0.2,5.6,1.0,-10.3,-2.2
CC(=O)N[C@@H](Cc1ccc(OC(F)(F)F)cc1)C(=O)O,9.7,12.1,-8.3,2.9,6.4,-0.9,4.6,-0.2,1.5
COc1cc(-c2noc(C)c2C(=O)NCCc2ccccc2)cc(OC)c1OC,-0.2,10.8,0.9,.,.,.,.,.,-0.4
O=C(NCCC(=O)N1CCN(S(=O)(=O)c2ccccc2Cl)CC1)Nc1ccccc1,-4.3,-6.8,7.6,-0.1,.,-2.0,.,12.8,0.4
Cc1cc(=O)[nH]c(SCC(=O)N2C(C)CCCC2C)n1 (stereo not drawn),13.8,5.1,-3.5,-2.2,-10.2,1.1,3.7,-21.4,-2.8
CN(C)C(=O)CSc1cccc2cccnc12,6.6,9.3,5.4,0.8,3.4,2.8,32.2,13.3,3.9
CCNc1nc(NCC)n2c(SCC(=O)Nc3ccccc3Cl)nnc2n1,4.2,0.7,7.7,1.7,-4.8,5.5,7.5,0.8,-3.4
Cc1ccc(-c2nc(C3CCCN(S(=O)(=O)c4ccc(C(F)(F)F)cc4)C3)no2)cc1 (stereo not drawn),6.6,3.0,-2.0,0.7,-2.3,2.6,-1.4,-1.1,-0.6
O=C(CN1C(=O)c2ccccc2S1(=O)=O)NCCC1=CCCCC1,1.8,-0.9,7.4,-0.1,-5.2,5.2,1.0,-1.2,6.4
COc1ccc(S(=O)(=O)N(CCCN2CCOCC2)Cc2cccc(OC)c2OC)cc1,-5.2,8.2,-6.7,-3.8,-1.7,-8.2,11.6,-7.2,-3.5
O=C(NNC(=S)Nc1cccc(Cl)c1)c1ccccc1,-0.9,8.9,1.4,-2.2,-3.8,4.2,-0.9,7.0,2.5
Cc1ccc(C(=O)CSc2nc3ccccc3c(=O)n2N)o1,-1.8,-5.4,6.3,-1.5,6.9,-3.8,9.1,16.1,28.9*
C[C@H](NC(=O)c1ccccc1)C(=O)OCC(=O)c1c[nH]c2ccccc12,1.7,4.3,-2.7,-2.0,.,-8.1,.,27.1,-2.3
O=C(COC(=O)C1=Cc2ccccc2OC1)NC1CCCC1,15.1,4.7,20.0,0.2,-14.0,9.9,1.9,-8.7,-0.2
CCOc1ccc(OCC(=O)OCC(=O)NNC(=O)c2ccc([N+](=O)[O-])cc2)cc1,2.3,6.7,-0.7,-2.4,2.3,2.8,13.8,2.5,-0.5
CCCCNC(=O)Cn1cnc2sc(C(=O)OCC)c(C)c2c1=O,4.5,7.5,11.4,1.3,3.5,5.3,6.5,-14.7,7.5
COc1cccc(OC)c1NC(=O)Cn1nc(-c2ccc3c(c2)OCCO3)ccc1=O,-8.7,11.5,-5.0,-3.9,6.6,-4.3,1.5,3.6,1.3
CN(C)C(=O)c1ccc(Nc2nnc(-c3ccc(O)cc3)c3ccccc23)cc1,9.7,9.3,-1.2,-2.4,-0.1,1.2,-6.4,-5.1,6.2
O=C(Nc1ccc([N+](=O)[O-])cc1)c1ccc(S(=O)(=O)N2CCCC2)cc1,-3.8,7.9,5.5,7.1,-5.2,3.1,-2.3,14.3,-5.0
O=C(O)c1cc(S(=O)(=O)N2CCCCCC2)ccc1Cl,2.7,-2.1,0.1,-3.4,-3.5,-7.9,10.0,-1.4,-5.6
CC1CC1C(=O)OCC(=O)Nc1ccc(N=Nc2ccccc2)cc1 (stereo not drawn),84.5*,4.5,14.0,-4.3,10.6,12.7,-0.8,-17.5,3.2
COC(=O)c1ccc(OCC(=O)NCCC2=CCCCC2)c(OC)c1,2.2,4.3,7.0,.,.,.,.,.,-6.2
Cc1cc(=O)oc2cc(OCC(=O)Nc3cccc(S(=O)(=O)N(C)C)c3)ccc12,-7.1,0.7,1.8,-1.9,5.3,0.1,-2.2,6.5,0.2
CCn1cc(C(=O)NCCc2ccc(OC)cc2)c(=O)c2ccc(C)nc21,-0.3,4.4,6.8,7.5,13.5,6.6,-7.1,-9.4,-2.9
Cc1ccc(NC(=O)COc2ccc(Br)cc2CO)cc1S(=O)(=O)N1CCOCC1,1.1,2.8,14.4,.,.,.,.,.,-3.9
CCCNc1c(NS(=O)(=O)c2cccs2)c(=O)oc2ccccc12,-0.3,14.5,-7.4,-3.6,5.7,6.7,0.0,1.5,-3.4
Cn1/c(=N/NC(=O)c2cccc(OC(F)F)c2)sc2ccccc21,-9.1,-1.6,9.7,-9.4,-2.2,-10.8,25.4,-8.8,-16.0
COc1cccc(OC)c1C(=O)NN1CCCCC1,1.8,2.7,4.8,-3.1,0.8,0.0,-2.2,7.1,-4.4
CC(C)C(NC(=O)C1CCCCC1)C(=O)NCCc1ccccc1 (stereo not drawn),2.5,-1.4,8.9,-1.2,2.7,2.1,3.6,-7.9,4.3
CCSc1ncnc2c1sc1nc3c(cc12)COC(C)(C)C3,0.5,8.0,-1.2,-0.8,-2.5,2.0,3.9,7.4,2.3
CCOC(=O)C1=C(CC)Nc2ccccc2N=C1NC(=O)CCN1C(=O)C2CCCCC2C1=O (stereo not drawn),-4.1,4.6,0.8,3.0,1.7,-1.3,7.4,-5.1,-5.8
Cc1cc(C)c(OCC(=O)Nc2ccc(S(=O)(=O)N3CCCC3)cc2)c(C)c1,-6.5,6.0,5.1,-5.8,0.5,-10.5,-7.9,-7.0,6.2
CN1CCN(c2ccc([N+](=O)[O-])c(-n3nc(-c4ccccc4)c4ccccc4c3=O)c2)CC1,0.4,3.2,12.4,-2.3,-15.2,1.9,-2.5,-1.2,1.3
CC1CCN(c2ccc(NC(=O)Cn3c(=O)oc4ccccc43)cc2)CC1,-1.2,5.1,7.8,-0.3,4.7,-0.6,4.9,3.4,0.2
CCOC(=O)Cc1csc(NC(=O)CN2C(=O)c3ccccc3C2=O)n1,4.2,3.0,-9.0,3.5,-2.1,4.8,-2.0,14.8,1.8
COc1ccc(S(=O)(=O)NCCc2ccccc2)c2cccnc12,-2.8,-1.0,-16.6,-0.8,-5.0,-7.7,6.8,-9.3,1.4
CN(C)S(=O)(=O)Nc1cccc(NC(=O)CC23CC4CC(CC(C4)C2)C3)c1,4.3,4.3,-3.0,-1.1,-3.7,-2.7,1.7,-17.9,-0.4
CCCC(=O)N1CCCC(c2nc(-c3cccs3)no2)C1 (stereo not drawn),1.5,-0.2,14.9,-1.8,-3.8,5.4,4.7,-10.8,3.2
Cc1ccc(S(=O)(=O)N2[C@@H](c3ccc(Cl)cc3)C(C(=O)O)=CC[C@H]2c2ccc(Cl)cc2)cc1,9.2,-4.3,3.2,-6.7,11.5,0.1,-71.6,0.3,-7.2
COc1ccc(NS(=O)(=O)c2cccc(C(=O)N(C)Cc3cccs3)c2)cc1,4.3,3.6,-0.2,2.9,-8.1,8.7,13.8,-23.7,-3.2
Cc1ccc2c(c1)nnn2C1CCN(CC(=O)NCCc2ccccc2)CC1,1.2,3.3,23.4,-0.7,8.1,0.2,0.4,-3.7,3.6
COc1cc(CC(=O)OCC(=O)Nc2ccc3c(c2)OCO3)cc(OC)c1OC,4.7,-3.5,6.9,0.3,0.3,5.8,4.1,10.0,-2.4
COc1ccccc1-c1ccc(=O)n(CC(=O)NCC2CCCO2)n1 (stereo not drawn),-3.0,-1.3,1.0,1.9,4.3,3.2,1.6,9.2,-2.3

# Part of the list above in order of molecular weight, falling.
SMILES,PAFAH2 FP inh,PAFAH1B3 FP inh,PREPL inhibitor,LYPLA1 inh,EBNA-1 inhibitor,LYPLA2 inh,GSTO1 inh,ZTA DNA inh,PAD4 FP inh
COc1ccc(S(=O)(=O)N(CCCN2CCOCC2)Cc2cccc(OC)c2OC)cc1,-5.2,8.2,-6.7,-3.8,-1.7,-8.2,11.6,-7.2,-3.5
COc1ccc(NS(=O)(=O)c2cccc(C(=O)N(C)Cc3cccs3)c2)cc1,4.3,3.6,-0.2,2.9,-8.1,8.7,13.8,-23.7,-3.2
Cc1cc(=O)[nH]c(SCC(=O)N2C(C)CCCC2C)n1 (stereo not drawn),13.8,5.1,-3.5,-2.2,-10.2,1.1,3.7,-21.4,-2.8

# Next section
SMILES,PAFAH2 FP inh,PAFAH1B3 FP inh,PREPL inhibitor,LYPLA1 inh,EBNA-1 inhibitor,LYPLA2 inh,GSTO1 inh,ZTA DNA inh,PAD4 FP inh
O=S(=O)(c1ccc(Br)cc1)n1ccc2ccccc21,2.0,7.0,8.5,-6.5,-19.1,-12.7,6.3,-4.6,-5.7
CCc1c(C2(O)CCCCC2)[nH]c2cc(C(F)(F)F)ccc12,0.3,7.1,2.6,-1.3,12.5,-8.5,3.8,-0.3,2.0
CCN(CC(=O)NCc1ccco1)S(=O)(=O)c1ccc(OC)cc1,-0.6,3.0,15.0,2.8,-1.8,-2.0,3.8,0.0,-8.9
CCCOc1cc2c(C#N)c(N3CCCC3)nc(N)c2c(N)n1,14.6,28.2*,22.8,1.0,-18.1,5.6,5.3,-4.2,-16.2
O=C(Nc1ccccc1F)Nc1cccc2ccc(O)cc12,3.9,9.8,22.6,-6.7,-17.0,0.2,10.0,-16.3,-18.0
CCOc1ccc(N=c2scc(-c3ccccc3)n2CCO)cc1,4.1,2.9,26.9,-0.6,2.7,0.3,10.0,11.3,1.6
Cc1cc(NC(=O)COC(=O)CCC(=O)c2ccc(F)cc2)no1,-11.6,5.6,6.5,0.1,3.6,0.5,-2.2,0.0,1.8
Cc1cccc(C(=O)NC(=S)NC(C)c2ccccc2)c1 (stereo not drawn),.,.,-3.2,-2.0,-4.8,3.8,-2.0,-9.8,4.1
Cc1cc(NC(=O)C2CCCCC2)ncc1NC(=O)c1ccccn1,-6.0,7.4,3.4,-3.9,3.5,-6.3,7.8,-7.5,3.4
CC(C)c1ccc(/C=N/n2nnnc2Nc2ccccc2)cc1,-4.3,2.2,3.1,10.1,2.1,17.1,2.3,-2.4,15.2*
O=C(c1cc2ccccc2s1)N1CCN(c2ccccn2)CC1,-4.4,5.5,16.7,-8.7,-5.0,-3.1,-6.0,-5.1,-5.1
O=C(CSc1nnc(-c2ccncc2)o1)Nc1cc(F)ccc1F,-2.9,0.4,5.5,1.4,.,1.3,.,2.4,-1.9
Cc1ccc(OP(=O)(Nc2c(C)n(C)n(-c3ccccc3)c2=O)Oc2ccc(C)cc2)cc1,4.4,4.1,42.1,-2.2,5.0,-2.8,-3.5,3.7,0.5
Cc1ncsc1CCOC(=O)c1ccc(Cl)cc1,-7.5,-0.5,-7.8,0.3,9.0,2.4,-2.8,-7.1,-1.4

# Screening data from PubChem BioAssay.

# The list is partial (hit frequency here may not be typical).
